# Screens (PubChem BioAssay)
# Growth percent in the NCI-60 one-dose screen (48 h, 10 µM unless noted): 100 = growth as untreated, 0 = no growth, -100 = all killed.
# UACC-62 = UACC-62 melanoma; actives 5.4% (n = 81,000); AID 1794756
# M14 = M14 melanoma | actives 6.2% (n = 80,000)
# UACC-257 = UACC-257 melanoma; actives 4.4% (n = 78,000)
# SK-MEL-28 = SK-MEL-28 melanoma; actives 4.1% (n = 81,000)
# SK-MEL-5 = SK-MEL-5 melanoma; AID 1794755; actives 6.4% (n = 80,000)
# A549/ATCC = A549/ATCC NSCLC. actives 3.7% (n = 81,000)
# MDA-MB-435 = MDA-MB-435 melanoma; actives 7.8% (n = 82,000)
# SK-MEL-2 = SK-MEL-2 melanoma | actives 4.7% (n = 77,000) | AID 1794763
# An asterisk follows results filed as active; / = no result given; & = joins results of further samples. Rule for the calls: active = growth percent below 10; inactive = the rest. This is a subset. The share of hits here may be higher or lower than overall.
# The first seven compounds, to show the layout:
SMILES,UACC-62,M14,UACC-257,SK-MEL-28,SK-MEL-5,A549/ATCC,MDA-MB-435,SK-MEL-2
Oc1c(Cl)cc(Cl)c2ccccc12,97.6,105.0,119.3,107.2,107.1,104.1,108.9,/
COc1ccc(Cn2c(Cl)c(C(=O)O)c3cc(OC)ccc32)cc1,96.7,96.0,108.2,99.3,82.0,122.0,97.6,101.3
O=[N+]([O-])c1cc([As](=O)(O)c2ccc(O)c([N+](=O)[O-])c2)ccc1O,105.1,104.5,101.5,120.5,99.4,97.2,101.0,104.0
O=C1/C(=C\c2ccccc2)C2OCC=C3CN4CCC56c7ccccc7N1C5C2C3CC46 (stereo unspecified),75.5,70.6,58.5,40.8,19.8,81.0,69.0,108.6
COc1ccc2c(c1)C1(C(=O)O)CC=CCC1(C(=O)O)C2 (stereo unspecified),99.3,105.0,102.7,122.5,101.7,97.2,106.0,116.7
Cc1ccc(C(=O)O[C@H](C(=O)O)[C@H](OC(=O)c2ccc(C)cc2)C(=O)O)cc1,103.5,100.3,94.0,109.3,105.4,103.5,103.5,/
O=C(OCCOC(=O)N1CC1)N1CC1,/,104.6,/,106.8,101.4,90.7,104.9,102.5

# The listing, from the first entry:
SMILES,UACC-62,M14,UACC-257,SK-MEL-28,SK-MEL-5,A549/ATCC,MDA-MB-435,SK-MEL-2
Oc1c(Cl)cc(Cl)c2ccccc12,97.6,105.0,119.3,107.2,107.1,104.1,108.9,/
COc1ccc(Cn2c(Cl)c(C(=O)O)c3cc(OC)ccc32)cc1,96.7,96.0,108.2,99.3,82.0,122.0,97.6,101.3
O=[N+]([O-])c1cc([As](=O)(O)c2ccc(O)c([N+](=O)[O-])c2)ccc1O,105.1,104.5,101.5,120.5,99.4,97.2,101.0,104.0
O=C1/C(=C\c2ccccc2)C2OCC=C3CN4CCC56c7ccccc7N1C5C2C3CC46 (stereo unspecified),75.5,70.6,58.5,40.8,19.8,81.0,69.0,108.6
COc1ccc2c(c1)C1(C(=O)O)CC=CCC1(C(=O)O)C2 (stereo unspecified),99.3,105.0,102.7,122.5,101.7,97.2,106.0,116.7
Cc1ccc(C(=O)O[C@H](C(=O)O)[C@H](OC(=O)c2ccc(C)cc2)C(=O)O)cc1,103.5,100.3,94.0,109.3,105.4,103.5,103.5,/
O=C(OCCOC(=O)N1CC1)N1CC1,/,104.6,/,106.8,101.4,90.7,104.9,102.5
CC1CCCC(C)[N+]1(C)CCC(C(N)=O)(c1ccccc1)c1ccccc1 (stereo unspecified),93.8,104.7,112.5,107.7,99.6,98.5,114.8,119.7
COc1ccc(-c2ccc(OC)c(OC)c2OC)cc1,34.4,3.0*,43.2,49.6,15.3,38.2,-24.0*,24.0
Cc1ccc(-c2nc3ccc(Cl)cc3c(=O)n2-c2ccccc2)cc1,97.8,94.2,102.8,106.2,87.5,92.3,90.5,102.6
O=NN1CCCCC1,97.1,103.2,97.8,110.5,106.3,102.3,117.8,104.6
Cc1ccc(C(=O)C2CN(C)CCC2(O)c2ccc(C)cc2)cc1 (stereo unspecified),116.6,113.0,103.8,112.5,113.6,104.5,105.7,124.5
CC(=O)C1COC(=O)C1 (stereo unspecified),98.1,121.8,123.1,126.4,110.1,113.3,113.6,116.4
CCCCC1(CCI)C(=O)NC(=O)NC1=O,98.7,102.9,91.2,107.6,102.3,96.7,94.5,98.7
Cn1c(=O)c2[nH]cnc2n(C)c1=O (tested in a mixture with another compound),105.4&104.3,112.4&103.1,102.3&113.4,105.3&104.1,103.4&99.4,96.7&106.6,111.6&96.0,90.5&109.5
CCCCNc1nc2c(s1)C1=CC[C@@H]3[C@H](CC[C@]4(C)C(=O)CC[C@@H]34)[C@@]1(C)CC2,99.0,99.3,99.8,/,95.5,109.1,106.1,100.5
c1cnc2[nH]cc(-c3csc(-c4cn(CCCCN5CCCCC5)c5ccccc45)n3)c2c1,/,50.2,112.3,83.0,70.4,83.6,80.5,97.6
CCOC(=O)CC1Oc2ccc3c(c2NC1=O)c(C(=O)OCC)c(C)n3Cc1ccccc1 (stereo unspecified),69.1,103.7,90.6,105.8,61.6,84.8,99.0,92.9
Cc1cc(C)c2c(c1)NP(=S)(c1ccccc1)N2 (stereo unspecified),102.9,100.2,102.1,104.2,117.5,103.0,112.6,92.7
CC(=O)Nc1ccc(NC(=O)c2ccc([As](O)O)cc2)cc1,78.3,101.3,104.2,118.3,98.1,113.7,99.8,96.0
CC1(C)CN=C(NN=C(/C=C/c2ccc(C(F)(F)F)cc2)/C=C/c2ccc(C(F)(F)F)cc2)NC1,-83.8*,-71.7*,-45.9*,-90.9*,/,/,-83.6*,/
CC(C)(C)c1ccc(O)c(C[N+](C)(C)C)c1,95.3,99.7,104.1,97.1,98.9,101.5,105.5,95.2
C[C@@H](CO)NC(=O)C1C=C2c3cccc4[nH]cc(c34)C[C@H]2N(C)C1 (stereo partly specified),106.1,103.7,101.9,104.4,102.6,103.2,98.3,124.8
O=c1cc[nH]c(=O)o1,99.4,102.7,/,111.1,105.3,/,110.6,93.3
NC(=NC1CCCCC1)NC(=O)NC1CCCCC1,100.1,97.8,93.5,103.2,97.4,77.9,98.3,95.4
CC[N+](CC)(CC)CCC(C(N)=O)(c1ccccc1)c1ccccc1,99.5,104.4,107.1,108.0,87.7,102.2,106.4,105.0
CCCCN1CCCC[C@@H]1C(=O)N[C@H](C(=O)N(C)[C@H](C[C@@H](OC(C)=O)c1nc(C(=O)NC2CCC(C(=O)OC)CC2)cs1)C(C)C)C(C)C (stereo partly specified),33.3,-2.2*,59.4,72.1,38.4,24.2,-43.9*,35.5
O=C(O)c1cc(Cl)ccc1Cl,98.4,103.6,94.7,110.2,116.3,103.7,111.0,112.5
COc1ccc(-c2nc3c(s2)CC[C@@]2(C)C3=CC[C@@H]3[C@@H]2CC[C@]2(C)C(=O)CC[C@@H]32)cc1,93.5,93.9,104.7,110.7,101.8,104.7,100.7,109.9
COc1cc2c(cc1OC)CC(C)NC2 (stereo unspecified),101.6,101.4,91.3,115.1,98.6,86.3,108.9,99.9
CN1C(=O)C(=Cc2cn(C[C@@H](O)Cn3c4ccccc4c(=O)c4ccccc43)c3ccccc23)C(=O)N(C)C1=O,77.2,85.5,94.6,91.7,87.1,86.6,98.2,86.5
O=C1NP(=O)(Cc2nc3ccccc3c(=O)[nH]2)Nc2ccccc21 (stereo unspecified),92.4,94.8,103.7,107.8,101.2,97.4,107.7,105.1
O=C(COc1ccc([N+](=O)[O-])cc1)Nc1cccc(S(=O)(=O)F)c1,84.0,98.1,105.7,104.0,97.4,92.5,90.6,88.4
COC1=CC(=O)O[C@@H](CCc2ccc3c(c2)OCO3)C1,102.8,122.7,115.8,107.7,134.9,111.4,119.3,98.8
CN(C)C1C(=O)C(C(N)=O)=C(O)C2(O)C(=O)C3=C(O)c4c(O)cccc4C(C)(O)C3CC12.[Cl][Sb]([Cl])[Cl] (stereo unspecified),26.4,37.0,30.1,47.0,15.6,26.1,24.1,-7.8*
CCC1(Cc2ccccc2)C(=O)NC(=S)N(C)C1=O (stereo unspecified),111.2,109.6,95.6,106.2,98.9,99.3,103.2,112.2
CC(CC#N)N1CC1 (stereo unspecified),112.9,97.6,107.2,106.0,100.9,111.3,117.3,134.3
CC12CCC3c4ccc(OP(=O)(N5CC5)N5CC5)cc4CCC3C1CCC2=O (stereo unspecified),88.6,109.1,103.4,113.1,93.6,100.8,100.9,103.2
CCC(C)(C)c1ccc(O)cc1,97.5,101.2&101.0,89.4,108.8&102.4,99.0&102.9,89.0,102.5&93.2,126.4&96.5
NNP(=O)(c1ccccc1)c1ccccc1,99.0,98.1,101.2,103.0,92.0,102.0,106.2,110.1
C=CC(=O)OCCN(C)C,90.1,110.4,108.4,111.2,108.5,102.3,111.3,98.0
N#CC(c1ccccc1)c1ccccc1,95.1,/,107.9,107.3,99.2,103.8,111.0,104.8
C1CCC2C(C1)NC1CCCCC12 (stereo unspecified),104.6,101.1,104.7,111.5,101.7,101.9,128.2,124.9
COc1ccc(/C=C\c2cc(OC)c(OC)c(OC)c2)c(NS(=O)(=O)c2ccc(Cl)cc2)c1O,40.9,12.8,39.1,60.3,-1.8*,16.7,-48.0*,0.1*
COc1ccc(C(O)(c2ccccc2)c2ccncc2)cc1 (stereo unspecified),102.9,50.2,86.7,89.0,42.9,94.3,40.7,90.4
CSP(=S)(SC(C)C)SC(C)C,97.3,102.4,/,108.0,95.4,/,93.5,109.1
CC(=O)Nc1ccc(S(=O)(=O)F)cc1Cl,100.0,102.2,97.9,106.3,111.5,101.0,100.8,86.7
CC(C)(Br)C(=O)C(C)(C)Br,99.5,108.3,93.0,107.1,100.0,101.0,100.0,110.9
CN=C(NN)NN,116.3,104.8,108.7,117.6,106.6,96.2,99.8,109.2
C[C@]12CC[C@H]3[C@@H](CC=C4c5nc(-c6ccc(F)cc6)sc5CC[C@@]43C)[C@@H]1CC[C@@H]2O,91.4,91.0,114.4,92.5,99.0,102.5,101.6,112.8
CN1CC(Br)C(=O)NC1=O (stereo unspecified),89.5,/,71.9,96.5,98.5,96.5,98.8,80.3
O=C1NC(=O)C(=Cc2ccccc2[N+](=O)[O-])C(=O)N1,101.3&102.0,97.6&102.7,94.8&102.4,110.4&106.4,97.2&102.9,85.5&98.5,104.5&100.7,102.0&123.8
C[N+](C)(C)Cc1cccc(C(F)(F)F)c1,104.1,108.9,97.6,101.0,98.9,92.2,106.4,103.5
CCOc1cc2c(cc1OC)CN(C)CC2,79.3,100.7,102.5,108.7,99.9,93.5,105.6,102.2
CCCC1=NNC(=O)C1(Br)Br,108.6,101.1,92.8,111.7,100.9,102.4,99.2,104.4
COC(=O)C1=C(Nc2ccc(Cl)c(C(F)(F)F)c2)C(=O)OC12C(=O)Nc1ccccc12 (stereo unspecified),92.2,99.3,99.1,107.0,100.3,109.3,102.8,103.0
CC12C=CC(=O)C=C1CCC1C2C(O)CC2(C)C1CCC2(O)C(=O)COC(=O)CCCc1ccc(N(CCCl)CCCl)cc1 (stereo unspecified),102.6&92.9,90.4&85.9,85.7,99.0&102.2,91.5&90.0,53.7,98.7&96.1,95.4&90.6
ClCc1ccccc1,107.9,110.8,112.1,114.9,106.2,108.1,118.1,/
OC[P+](CO)(CO)CO,108.4,92.2,115.7,100.7,98.1,105.0,97.3,120.5
Cc1ccc(N=C=O)cc1N=C=O,103.1&110.6,107.3,97.2&99.1,110.7&113.5,111.4,106.2&107.5,112.0&97.0,93.9&121.7
# Going on with the list:
SMILES,UACC-62,M14,UACC-257,SK-MEL-28,SK-MEL-5,A549/ATCC,MDA-MB-435,SK-MEL-2
CC(Cc1ccccc1)[N+](=O)[O-] (stereo unspecified),96.6,103.5,106.5,102.5,100.9,101.1,107.0,97.4
COc1ccc2c(c1)C1(C)CCN(C)CC(C1)C2O (stereo unspecified),108.3,98.1,97.0,108.1,99.5,95.1,105.2,105.1
CN1C(=O)[C@]23SSC1(C)C(=O)N2[C@H]1Nc2ccccc2C1([C@@]12c4ccccc4N[C@@H]1N1C(=O)C4(C)SS[C@]1(C(=O)N4C)[C@H]2O)[C@@H]3O (stereo partly specified),-79.2*,-90.0*,-96.9*,-96.5*,-99.0*,-86.9*,-94.3*,/
O=S1(=O)c2ccccc2-c2ccccc21,/,94.8,101.8,100.6,100.0,95.5,105.1,108.3
COC(=O)[C@@H](C)C[C@H](Cc1ccccc1)NC(=O)c1nc([C@@H](C[C@H](C(C)C)N(C)C(=O)[C@@H](NC(=O)[C@H]2CCCN2C)C(C)C)OC(C)=O)sc1C,46.6,1.4*,51.1,65.6,-20.7*,16.1,-18.4*,36.6
C1=C(N2CCCC2)CCCC1,95.6,91.8,103.3,112.6,99.7,105.1,101.4,114.7
ClCCN(CCCl)c1nc(Cl)c(C2CC(c3ccc(Cl)cc3)=NN2c2ccccc2)s1 (stereo unspecified),63.2,90.6,89.7,112.0,97.0,86.7,97.9,82.7
C=CC(=O)NC(C)(C)CC(C)=O,98.4,93.9,104.0,106.8,105.9,98.4,117.4,92.9
CCc1ccccc1N,98.4,113.0,185.4,114.8,112.1,120.3,102.2,66.9
CC1CCC2C(C)C(=O)OC3OC4(C)CCC1C32OO4 (stereo unspecified),96.5,96.5,102.3,/,90.0,100.0,96.3,85.2
CC(C)CC(C)(c1ccc(O)cc1)c1ccc(O)cc1,78.9,76.5,106.7,106.8,98.6,102.8,104.4,105.1
C=CCOP1(OCC=C)=NP(OCC=C)(OCC=C)=NP(OCC=C)(OCC=C)=N1,89.1,103.7,106.3,114.4,109.6,99.9,109.7,115.2
CC[C@]1(O)CC[C@H]2[C@@H]3CCC4=CC(=O)CC[C@@H]4[C@H]3CC[C@@]21CC,93.4,103.4,99.6,112.7,99.1,97.0,106.0,99.0
CNC(=O)Oc1cccc(C=O)c1,102.8,95.4,101.5,109.0,104.9,97.9,95.6,61.6
CC12CCC3C(CCC4=CC(=O)CCC43C)C1C/C(=C\c1ccc(OCC(=O)N3CCCC3)cc1)C2=O (stereo unspecified),64.0,92.2,50.6,98.3,32.4,59.9,87.4,72.3
CCCN(CCC)CC(=O)c1ccc(I)cc1,109.2,96.9,107.8,111.1,97.2,107.3,99.3,112.9
CC(CN1CCOCC1)C(C#N)(c1ccccc1)c1ccccc1 (stereo unspecified),87.9,110.0,104.0,126.3,104.7,87.6,125.2,108.4
O=C(CC1(O)C(=O)N(Cc2ccccc2)c2ccc(Cl)cc21)c1ccc(C(=O)NCC2CCC3(CC2)OOC2(CCCCC2)OO3)cc1 (stereo unspecified),53.0,25.5,26.4,58.5,/,-55.8*,-67.8*,2.9*
CCC(CC)(NC)C(O)c1ccccc1 (stereo unspecified),101.0,98.6,/,105.2,102.3,91.2,103.6,102.3
